High-throughput results from PubChem.
TLR9-MyD88 inh: inhibitors of TLR9-MyD88 association in cells, primary screen, cell-based, CHO, BLA complementation, fluorescence | CCF4 FRET ratio | inhibition, % at 4.98 µM | 340,000 tested, 0.21% active | AID 504734, 2011;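 active means inhibition above the mean over all tested compounds plus 3 SD, cut at about 21% in these data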;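 further: 0% = DMSO only wells and 100% = clavulanate BLA inhibitor control wells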
ABCB6 inh 2: ABCB6 transporter inhibitors, primary screen, K562-ABCB6 cells, flow cytometry, MLPCN library. ATP-binding cassette sub-family B member 6 (Homo sapiens), Q9NP58. K562-ABCB6 porphyrin accumulation, 1 h; stronger effect = lower value. fluorescence ratio to DMSO, % at 10 µM. 360,000 tested, 0.19% active. AID 602162, 2011;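 active means fluorescence ratio to DMSO below 75%, the collection mean minus 3 SD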;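 further: signal is porphyrin accumulated inside mitochondria; 100% equals median channel fluorescence of DMSO control wells; lower ratio means ABCB6 inhibition with less porphyrin fluorescence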
MC4R barr agon: MC4R agonists recruiting beta-arrestin, primary screen, cell-based, luminescence, agonist arm of biased-ligand search. 360,000 tested, 0.98% active. AID 540308, 2011. U2OS MC4R beta-arrestin complementation; percent of melanotan II response, DMSO zero. activation, % at 8.9 µM;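 active means activation above a per-plate cutoff, the mean activation of sample wells on that plate plus 3 SD, cut at about 8% in these data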
Cardio protect: cardioprotection against H2O2-induced cell death, primary screen, uHTS, H9c2 cells, ATPLite luminescence; 360,000 tested, 0.63% active; AID 588492, 2011; H9c2 cardiomyocytes, H2O2 injury protection, 2 h; protection from H2O2 cell death, % at 20 µM;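 active means compounds giving at least 50% protection of heart cells from peroxide-induced death in the single-dose screen, raw or plate-pattern-corrected value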;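 further: 0% = DMSO wells with peroxide and 100% = DMSO wells without peroxide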
Glyco luc inh: increase of ERlucT glycosylation luciferase signal, primary screen, N-linked glycosylation inhibitor project, D54 ERlucT cells, luminescence, set 2 | AID 588692, 2011 | reporter increase, % at 12.5 µM | 360,000 tested, 0.23% active | D54 ERlucT glycosylation luciferase reporter, 24 h; percent of 100 nM tunicamycin response;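 active means mean luciferase reporter signal, scaled so untreated is 0 and the glycosylation-blocking control 100, at or above a set limit in every replicate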;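 further: luciferase carries N-glycosylation sites so blocking glycosylation raises the light; 0% = median of neutral control wells and 100% = median of 100 nM tunicamycin wells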
m5-HT2A agonist: mouse Htr2a agonists via beta-arrestin recruitment, primary screen, cell-based, luminescence; CHO-K1 mHTR2A beta-arrestin complementation; percent of 30 µM serotonin response; activation, % at 7.6 µM; AID 624169, 2012; 360,000 tested, 0.66% active; 5-hydroxytryptamine receptor 2A (Mus musculus), P35363;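 active means activation above a run cutoff, the mean activation of all tested compounds plus 3 SD, cut at about 14% in these data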;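 further: 0% = plate median of compound wells and 100% = 30 µM serotonin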
MC4R antagonist: MC4R antagonists of cAMP signaling, primary screen, cell-based, TR-FRET, antagonist arm of biased-ligand search; Melanocortin receptor 4 (Homo sapiens), P32245; MC4R-expressing cells, MTII-stimulated cAMP, LANCE TR-FRET; inhibition, % at 6.5 µM; 360,000 tested, 0.48% active; AID 540295, 2011;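 active means inhibition above its plate's cutoff, the mean of tested wells on that plate plus 3 SD, cut at about 29% in these data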;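 further: 0% = Melanotan II alone and 100% = Melanotan II plus saturating MCL0020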
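System: U2OS cells stably expressing human melanocortin 4 receptor (MC4R). Reagent: Melanotan II challenge after compound preincubation. Doses: 6.5 µM. Times: 30-min compound, 1-h challenge, 1-h detection, room temperature. Measured by: TR-FRET with Eu-cAMP and labeled anti-cAMP, 671 nm. Replicates: singlicate.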
NOD2 RIPK2 PPI: NOD2-RIPK2 binding disruptors in cells, primary screen, fluorescence, CHO cells, BLA complementation; Receptor-interacting serine/threonine-protein kinase 2 (Homo sapiens), O43353; CCF4 ratio; inhibition, % at 4.98 µM; 360,000 tested, 0.38% active; AID 624267, 2012; in the data active means inhibition above about 21%;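 further: 0% = vehicle only and 100% = reference blocker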
SRC2 inh: inhibition of GAL4-SRC2 driven luciferase reporter, primary screen, SRC2 inhibitor project, cell-based, luminescence. inhibition, % at 9 µM. 370,000 tested, 0.17% active. HEK293 GAL4-SRC2 luciferase reporter;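 active means inhibition above the mean inhibition of all tested compounds plus 3 SD, set per campaign, cut at about 52% in these data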;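 further: 0% = DMSO treated cells and 100% = cells given Gossypol at 36 µM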
ABHD5-PLIN5 inh: ABHD5-PLIN5 interaction inhibitors, primary screen, cell lysate, split luciferase complementation, luminescence | inhibition, % at 4 µM | AID 602281, 2012 | Split G. princeps luciferase complementation, 4 h | Perilipin-5 (Homo sapiens) + 1-acylglycerol-3-phosphate O-acyltransferase ABHD5 (Homo … | 360,000 tested, 0.78% active;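 active means inhibition above the mean inhibition across every tested compound plus 3 SD, cut at about 22% in these data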;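 further: 0% = DMSO only wells and the 100% control is not disclosed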
Target sequence (Q00G26 whole entry, looked up): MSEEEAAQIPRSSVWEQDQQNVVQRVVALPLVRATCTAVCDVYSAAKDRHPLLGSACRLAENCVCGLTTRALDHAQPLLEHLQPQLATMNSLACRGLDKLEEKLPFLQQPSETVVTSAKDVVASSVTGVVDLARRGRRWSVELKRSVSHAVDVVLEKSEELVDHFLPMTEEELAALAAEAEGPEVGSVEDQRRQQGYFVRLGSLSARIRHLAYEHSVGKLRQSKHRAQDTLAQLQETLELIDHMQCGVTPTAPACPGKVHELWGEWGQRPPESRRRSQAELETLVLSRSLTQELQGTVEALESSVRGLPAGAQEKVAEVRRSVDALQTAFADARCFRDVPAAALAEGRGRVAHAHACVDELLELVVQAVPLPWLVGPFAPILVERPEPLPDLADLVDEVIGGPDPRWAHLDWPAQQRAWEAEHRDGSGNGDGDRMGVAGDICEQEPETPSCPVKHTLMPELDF
Target sequence (Q8WTS1 whole entry, looked up): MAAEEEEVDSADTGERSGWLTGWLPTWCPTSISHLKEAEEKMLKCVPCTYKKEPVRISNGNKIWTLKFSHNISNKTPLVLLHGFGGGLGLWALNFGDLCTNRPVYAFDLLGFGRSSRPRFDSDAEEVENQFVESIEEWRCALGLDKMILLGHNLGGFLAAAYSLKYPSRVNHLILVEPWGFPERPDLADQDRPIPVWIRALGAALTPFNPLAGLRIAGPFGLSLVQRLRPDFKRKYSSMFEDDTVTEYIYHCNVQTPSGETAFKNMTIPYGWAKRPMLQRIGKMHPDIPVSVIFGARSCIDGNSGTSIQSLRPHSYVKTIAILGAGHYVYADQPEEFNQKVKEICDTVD
Numbers without * were called inactive. This is a subset (hit frequency here may not be typical).

How did CS(=O)(=O)Nc1ccccc1C(=O)NCCSCc1ccccc1 do in these assays?
TLR9-MyD88 inh: -6; ABCB6 inh 2: 100; MC4R barr agon: -0.2; Cardio protect: 4; Glyco luc inh: 0; m5-HT2A agonist: -2; MC4R antagonist: 7; NOD2 RIPK2 PPI: -4; SRC2 inh: -10; ABHD5-PLIN5 inh: 4

Results for CCn1cc(C(=O)OCC(=O)Nc2cccc(Cl)c2Cl)c(=O)c2ccc(C)nc21 ?
ABCB6 inh 2: 100; MC4R barr agon: 1.8; Cardio protect: -1; Glyco luc inh: 1; m5-HT2A agonist: 3; MC4R antagonist: 7; NOD2 RIPK2 PPI: -1; SRC2 inh: -1; ABHD5-PLIN5 inh: -2

What do the screens show for `C[C@H](NC(=O)c1nc[nH]c1C(=O)N1CCc2ccccc2C1)c1ccccc1`?
TLR9-MyD88 inh: 2; ABCB6 inh 2: 99; MC4R barr agon: 0.3; Cardio protect: -8; Glyco luc inh: 2; m5-HT2A agonist: 4; MC4R antagonist: 9; NOD2 RIPK2 PPI: 7; SRC2 inh: -6; ABHD5-PLIN5 inh: -2

Results for Cc1ccc(-c2cn3cccc(C)c3n2)cc1 ?
TLR9-MyD88 inh: -6; ABCB6 inh 2: 101; MC4R barr agon: 1.3; Cardio protect: -12; Glyco luc inh: -13; m5-HT2A agonist: 0; MC4R antagonist: 5; NOD2 RIPK2 PPI: -2; SRC2 inh: -7; ABHD5-PLIN5 inh: -4

How did OC(CNCc1ccccc1)(c1ccc(F)cc1)c1ccc(F)cc1 do in these assays?
TLR9-MyD88 inh: -16; ABCB6 inh 2: 96; MC4R barr agon: 1.7; Cardio protect: -10; Glyco luc inh: -2; m5-HT2A agonist: 0; MC4R antagonist: 16; NOD2 RIPK2 PPI: 0; SRC2 inh: -15; ABHD5-PLIN5 inh: -4

Results for Cc1cccc(-n2ncc3c(NC4CCCCC4)ncnc32)c1 ?
TLR9-MyD88 inh: 2; ABCB6 inh 2: 97; MC4R barr agon: 2.5; Cardio protect: -27; Glyco luc inh: -10; m5-HT2A agonist: 6; MC4R antagonist: 6; NOD2 RIPK2 PPI: 2; SRC2 inh: -40; ABHD5-PLIN5 inh: 2

How did CC(C)n1c(O)c(N=NC(=O)CNC(=O)CCc2ccccc2)c2ccccc21 do in these assays?
TLR9-MyD88 inh: 5; ABCB6 inh 2: 99; MC4R barr agon: -0.9; Cardio protect: -3; Glyco luc inh: -2; m5-HT2A agonist: 1; MC4R antagonist: 6; NOD2 RIPK2 PPI: -2; SRC2 inh: 14; ABHD5-PLIN5 inh: 4

How did CCOC(=O)C1CCN(C(=O)Cn2ncc3c([nH]c4ccccc43)c2=O)CC1 do in these assays?
TLR9-MyD88 inh: -1; ABCB6 inh 2: 94; MC4R barr agon: 0.6; Cardio protect: -1; Glyco luc inh: 9; m5-HT2A agonist: -5; MC4R antagonist: 8; NOD2 RIPK2 PPI: 7; SRC2 inh: -10; ABHD5-PLIN5 inh: 0

Results for COc1ccc(NC(=O)CSc2nc3cccnc3n2C)cc1 ?
TLR9-MyD88 inh: -4; ABCB6 inh 2: 98; MC4R barr agon: -2.0; Cardio protect: -5; Glyco luc inh: 4; m5-HT2A agonist: -3; MC4R antagonist: 8; NOD2 RIPK2 PPI: 32*; SRC2 inh: 13; ABHD5-PLIN5 inh: -4

Results for O=C1[C@H](Cc2ccccc2)NCCCC[C@@H](c2ccco2)N1Cc1ccccc1 ?
TLR9-MyD88 inh: 4; ABCB6 inh 2: 105; MC4R barr agon: 2.5; Cardio protect: -2; Glyco luc inh: -1; m5-HT2A agonist: 1; MC4R antagonist: -3; NOD2 RIPK2 PPI: 10; SRC2 inh: -21; ABHD5-PLIN5 inh: -3

What do the screens show for `Cc1sc2c(c1C)c(=O)nc1scc(CC(=O)O)n12`?
TLR9-MyD88 inh: -16; ABCB6 inh 2: 106; MC4R barr agon: -1.1; Cardio protect: -5; Glyco luc inh: 1; m5-HT2A agonist: 6; MC4R antagonist: 9; NOD2 RIPK2 PPI: -7; SRC2 inh: -3; ABHD5-PLIN5 inh: 2

What do the screens show for `O=C(NCC(=O)N(c1ccc(F)cc1)C(C(=O)NC1CCCCC1)c1cccnc1)c1ccco1` (stereo not given)?
TLR9-MyD88 inh: -2; ABCB6 inh 2: 104; MC4R barr agon: -3.4; Cardio protect: -1; Glyco luc inh: 3; m5-HT2A agonist: 4; MC4R antagonist: 14; NOD2 RIPK2 PPI: -4; SRC2 inh: -23; ABHD5-PLIN5 inh: 6

What do the screens show for `COc1cc2nc(C3CCC3)n(NC(=O)C3CCC3)c(=O)c2cc1OC`?
TLR9-MyD88 inh: -1; ABCB6 inh 2: 88; MC4R barr agon: -0.7; Cardio protect: 6; Glyco luc inh: 0; m5-HT2A agonist: 6; MC4R antagonist: -2; NOD2 RIPK2 PPI: 4; SRC2 inh: -31; ABHD5-PLIN5 inh: -6

How did CC1(C)CC(=NO)CC(C)(C)N1 do in these assays?
TLR9-MyD88 inh: 3; ABCB6 inh 2: 94; MC4R barr agon: -3.5; Cardio protect: 5; Glyco luc inh: 2; m5-HT2A agonist: 0; MC4R antagonist: 1; NOD2 RIPK2 PPI: 11; SRC2 inh: -5; ABHD5-PLIN5 inh: 0

Results for CN(C)S(=O)(=O)N1CCC(Oc2cccc(C(=O)N3CCSCC3)c2)CC1 ?
TLR9-MyD88 inh: -9; ABCB6 inh 2: 96; MC4R barr agon: -1.9; Cardio protect: -1; Glyco luc inh: -2; m5-HT2A agonist: 7; MC4R antagonist: 5; NOD2 RIPK2 PPI: -7; SRC2 inh: 2; ABHD5-PLIN5 inh: -1

Results for COc1cccc(/C(=N/O)C2CC2c2ccc(Cl)cc2)c1 (stereo not given) ?
TLR9-MyD88 inh: 4; ABCB6 inh 2: 95; MC4R barr agon: 1.5; Cardio protect: -6; Glyco luc inh: -1; m5-HT2A agonist: 0; MC4R antagonist: -5; NOD2 RIPK2 PPI: 3; SRC2 inh: -2; ABHD5-PLIN5 inh: -12

What do the screens show for `CC/C(Cc1ccccc1)=N\NC(=O)c1cc([N+](=O)[O-])cc([N+](=O)[O-])c1`?
TLR9-MyD88 inh: -2; ABCB6 inh 2: 102; MC4R barr agon: -1.8; Cardio protect: 6; Glyco luc inh: 2; m5-HT2A agonist: 8; MC4R antagonist: -7; NOD2 RIPK2 PPI: -13; SRC2 inh: 13; ABHD5-PLIN5 inh: -1

Results for Cc1ccc(/C(N)=N/OC(=O)Oc2ccccc2)cc1 ?
TLR9-MyD88 inh: 1; ABCB6 inh 2: 93; MC4R barr agon: -1.2; Cardio protect: -2; Glyco luc inh: 0; m5-HT2A agonist: 5; MC4R antagonist: 9; NOD2 RIPK2 PPI: -12; SRC2 inh: 19; ABHD5-PLIN5 inh: 8

Results for FC(F)(F)c1ccc(Nc2nnnc3ccccc23)cc1 ?
TLR9-MyD88 inh: 9; ABCB6 inh 2: 95; MC4R barr agon: -2.1; Cardio protect: -1; Glyco luc inh: 0; m5-HT2A agonist: -1; MC4R antagonist: 2; NOD2 RIPK2 PPI: -1; SRC2 inh: -14; ABHD5-PLIN5 inh: 1

Results for CC(=O)Oc1ccc(C(=O)Nc2ccc(C3(C#N)CCCC3)cc2)cc1 ?
TLR9-MyD88 inh: -4; ABCB6 inh 2: 98; MC4R barr agon: -0.1; Cardio protect: -19; Glyco luc inh: -1; m5-HT2A agonist: -4; MC4R antagonist: 0; NOD2 RIPK2 PPI: 1; SRC2 inh: -82; ABHD5-PLIN5 inh: -7

What do the screens show for `COc1ccccc1-c1cn[nH]c1-c1ccc(O)cc1O`?
TLR9-MyD88 inh: -11; ABCB6 inh 2: 93; MC4R barr agon: 0.2; Cardio protect: -6; Glyco luc inh: -1; m5-HT2A agonist: 2; MC4R antagonist: 9; NOD2 RIPK2 PPI: -8; SRC2 inh: 34; ABHD5-PLIN5 inh: 2

What do the screens show for `CSc1ccc(OC2(C)CCN(Cc3ccc(C(C)C)cc3)C2)cc1` (stereo not given)?
ABCB6 inh 2: 95; MC4R barr agon: 12*; Cardio protect: -28; Glyco luc inh: 2; m5-HT2A agonist: 3; MC4R antagonist: 5; NOD2 RIPK2 PPI: 2; SRC2 inh: -18; ABHD5-PLIN5 inh: -12

How did Cc1ccccc1NC(=O)COC(=O)COc1ccc2ccc(=O)oc2c1 do in these assays?
TLR9-MyD88 inh: 3; ABCB6 inh 2: 101; MC4R barr agon: -1.6; Cardio protect: 6; Glyco luc inh: -2; m5-HT2A agonist: 0; MC4R antagonist: 10; NOD2 RIPK2 PPI: -5; SRC2 inh: 6; ABHD5-PLIN5 inh: 8

How did COC(=O)Cn1nc(-c2ccccc2)c2ccccc21 do in these assays?
TLR9-MyD88 inh: 1; ABCB6 inh 2: 103; MC4R barr agon: 1.3; Cardio protect: -3; Glyco luc inh: 2; m5-HT2A agonist: -2; MC4R antagonist: 5; NOD2 RIPK2 PPI: -14; SRC2 inh: -5; ABHD5-PLIN5 inh: -2

How did Cn1c(SCC(=O)N2CCCc3ccccc32)nnc1-c1cccs1 do in these assays?
TLR9-MyD88 inh: -10; ABCB6 inh 2: 99; MC4R barr agon: -0.9; Cardio protect: -4; Glyco luc inh: 2; m5-HT2A agonist: 3; MC4R antagonist: 16; NOD2 RIPK2 PPI: -6; SRC2 inh: -16; ABHD5-PLIN5 inh: -2

How did CCCC(=O)N(Cc1cc(=O)[nH]c2ccccc12)c1ccc(OC)cc1 do in these assays?
TLR9-MyD88 inh: 8; ABCB6 inh 2: 102; MC4R barr agon: -3.4; Cardio protect: 0; Glyco luc inh: 0; m5-HT2A agonist: 6; MC4R antagonist: 4; NOD2 RIPK2 PPI: -12; SRC2 inh: 11; ABHD5-PLIN5 inh: -1
